High-throughput results deposited in PubChem by Broad Institute.
BL2 CD40 inh: inhibitors of CD40-induced NF-kB signaling, primary screen, BL2 cells, luciferase reporter, single point | CD40L-induced, 4 h | inhibition, % at 10 µM | 83,000 compounds, 0.94% hits | AID 1053188, 2014;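 active = mean inhibition of at least 50% with a set share of replicates also reaching that level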;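 also: 0% = neutral control wells and 100% = IKK inhibitor VII at 50 µM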
Active calls of the source: *; & = joins results of further samples; [ ] = another dose, or the depositor's remark.

SMILES	BL2 CD40 inh
COc1cc(SC)ccc1C(=O)N1CCN(Cc2ccccc2)CC1	9
CC=Cc1ccc2n(c1=O)C[C@H]1[C@H](CO)[C@@H](C(=O)NCCOC)[C@@H]2N1Cc1nccs1 (mixture of isomers)	-3[25 µM]
O=C(c1ccc(F)cc1)N1CC(=O)N2[C@@H](CO)[C@H](c3ccc(C#CCC4CCCC4)cc3)[C@@H]2C1	22[25 µM]
CC1CCCCC1NC(=O)COC(=O)Cc1ccc(Cl)cc1 (stereo unspecified)	3
COc1ccc(OCCN2CCC(C(=O)NC(C)c3cccc4ccccc34)CC2)cc1 (stereo unspecified)	2
c1ccc(Cc2nnc(N3CCOCC3)c3ccccc23)cc1	-6
CCCCN(CC)c1nc(N)c2c(N)nc(OCC)cc2c1C#N	15
COc1ccc2c3c(n(C)c2c1)[C@H](CO)N(C(=O)Cc1ccccc1)CC31CN(C)C1	6[25 µM]
C[C@@H]1CCCCO[C@H](CN(C)C(=O)CCC(F)(F)F)[C@@H](C)CN([C@@H](C)CO)C(=O)c2cc(NC(=O)C3CCCCC3)ccc2O1	17[25 µM]
CC(C)NC(=O)N1CCCCN2[C@H](CO)[C@@H](c3ccc(C#C[C@@H](C)O)cc3)[C@H]2C1	6[25 µM]
CC(C)(C)NC(=O)NC(=O)COC(=O)c1ccc(OC(F)(F)F)cc1	17
O=C(NCCN1CCOCC1)C1CCC(=O)N1Cc1ccccc1Cl (stereo unspecified)	3
CC1CN(S(=O)(=O)c2ccccc2)CC(C)O1 (stereo unspecified)	10
COCC(=O)Nc1ccc2c(c1)[C@@H]1C[C@@H](CC(=O)N[C@H](C)c3ccccc3)O[C@H](CO)[C@@H]1O2	-11[25 µM]
OCCNc1ncnc2ccc(Br)cc12	10
OCCC1CN(Cc2cccc(OC3CCCC3)c2)CCN1Cc1ccsc1 (stereo unspecified)	7
CCCN1CCC(NC(=O)Nc2ccc(Br)cc2)CC1	-15
COc1ccc(CCNC(=O)c2cc(S(=O)(=O)N3CCC4(CC3)OCCO4)ccc2F)cc1OC	15
COc1ccc(CCNC(=O)C2CCN(C(=O)c3cccs3)CC2)cc1	11
COc1ccccc1N1CC(C(=O)NCCN2C(=O)S/C(=C\c3cccnc3)C2=O)CC1=O (stereo unspecified)	15
Cc1noc(C)c1C(=O)NC1=NCCS1	-3
CCn1c(=O)c(C(=O)NC(C)C)c(O)c2ccccc21	9
CO[C@@H]1CN(C)C(=O)c2ccc(NC(=O)Nc3ccccc3Cl)cc2OC[C@@H](C)NC[C@@H]1C	21[25 µM]
OC(CNCCc1ccc(Cl)cc1)COCc1ccco1 (stereo unspecified)	1
COc1ccccc1CN1[C@@H]2Cn3c(ccc(C4=CCCC4)c3=O)[C@H]1[C@@H](C(=O)N(C)C)[C@@H]2CO	-8[25 µM]
COc1ccc(NC(=O)COC(=O)COc2cccc3c2OC(C)(C)C3)cc1	8
CCOC(=O)CCC1(C(=O)OC)C(=O)CCCCCC=C1C(=O)OC (stereo unspecified)	6
COc1ccc(C(CNC(=O)c2cccc(NS(=O)(=O)c3ccc(C)c(F)c3)c2)N2CCOCC2)cc1 (stereo unspecified)	-8
COc1ccc(-c2csc(/C=C/c3ccc4c(c3)OCO4)n2)cc1OC	-6
Cc1nnc(SC(C)C(=O)Nc2ccc3ccccc3c2)n1C (stereo unspecified)	-5

3 structures from above, sorted by molecular weight, low to high.
SMILES	BL2 CD40 inh
COc1ccc(-c2csc(/C=C/c3ccc4c(c3)OCO4)n2)cc1OC	-6
COc1ccccc1CN1[C@@H]2Cn3c(ccc(C4=CCCC4)c3=O)[C@H]1[C@@H](C(=O)N(C)C)[C@@H]2CO	-8[25 µM]
COc1ccc(C(CNC(=O)c2cccc(NS(=O)(=O)c3ccc(C)c(F)c3)c2)N2CCOCC2)cc1 (stereo unspecified)	-8

Given in CSV form: entries from further up
molecule,BL2 CD40 inh
COc1ccc(NC(=O)COC(=O)COc2cccc3c2OC(C)(C)C3)cc1,8
COc1ccccc1N1CC(C(=O)NCCN2C(=O)S/C(=C\c3cccnc3)C2=O)CC1=O (stereo unspecified),15
OCCC1CN(Cc2cccc(OC3CCCC3)c2)CCN1Cc1ccsc1 (stereo unspecified),7

(continued)
SMILES	BL2 CD40 inh
CSCCC(NC(=O)c1cc(C)oc1C)C(=O)O (stereo unspecified)	-1
CCc1nnc(NC(=O)c2cc(-c3ccc(C)o3)nc3ccccc23)s1	1
CS(=O)(=O)N(CC(=O)N1CCCC1)c1ccc2c(c1)OCCO2	-2
O=C(Cc1cccs1)N1CCN(c2ccccn2)CC1	4
O=C(NC1CCSc2ccccc21)c1cc(S(=O)(=O)N2CCOCC2)ccc1Cl (stereo unspecified)	2
O=C([C@H]1[C@H](CO)[C@H]2Cn3c(ccc(-c4ccncc4)c3=O)[C@@H]1N2CCC(F)(F)F)N1CCCCC1	-12[25 µM]
CCN(CCS(=O)(=O)c1ccc(Cl)cc1)Cc1nc2ccccc2c(=O)[nH]1	5
CCOc1ccc(NC(=O)CCC(=O)NNC(=O)Nc2cccc(Cl)c2)cc1	5
CCN(C(=O)CN1CCCCCC1)c1c(N)n(Cc2ccccc2)c(=O)[nH]c1=O	3
C[C@@H]1CN([C@@H](C)CO)C(=O)c2ccccc2-c2ccccc2CO[C@H]1CN(C)S(=O)(=O)c1cn(C)cn1	-20[25 µM]
CCCCNC(=O)Nc1ccccn1	-3
Cc1ccnn2c(-c3ccccc3)c3c(=O)n(C)c(=O)n(C)c3c12	9
COc1ccc(OC(=O)N(C)C[C@H]2OCc3ccccc3-c3ccccc3C(=O)N([C@H](C)CO)C[C@@H]2C)cc1	-6
O=C(Nc1cc(F)ccc1F)N1[C@@H]2CNC[C@H]1C2c1ccc(-c2ccc(F)cc2)cc1 (stereo partly specified)	-20&-20
O=C(OCC(=O)N1CCCCCC1)c1ccc(Br)c(S(=O)(=O)N2CCOCC2)c1	11
COCCCNC(=O)CCNS(=O)(=O)c1ccc(C)cc1	9
O=C(CN1C(=O)COc2ccc(Cl)cc21)Nc1nccs1	1
c1ccc(SCCCCNC2CCCC2)cc1	-2
O=C(Nc1cccc(NC(=O)c2cccnc2)c1)c1ccccc1	3
O=C(NCc1ccco1)C1CCCN(S(=O)(=O)c2cccc3nsnc23)C1 (stereo unspecified)	7
NNC(=O)c1cc(Br)cs1	5
CN1[C@H](CO)[C@H]2c3ccccc3N(C(=O)Nc3cc(F)ccc3F)C[C@H]21	3[25 µM]
COc1ccc(-c2nnn(CC(=O)NC3CCCc4ccccc43)n2)cc1OC (stereo unspecified)	5
COc1ccccc1OCCNC(=O)C(CCSC)NS(=O)(=O)c1ccccc1F (stereo unspecified)	16
COC(=O)Cn1c(=O)sc2ccccc21	2
COc1nc(C)ccc1-c1noc(-c2cccs2)n1	-46
CC1CCCCC12NC(=O)N(CC(=O)N(C)Cc1nc3ccccc3c(=O)[nH]1)C2=O (stereo unspecified)	12
CN(C[C@@H]1N[C@@H](CO)[C@@H]1c1ccc(-c2cccc(F)c2)cc1)S(C)(=O)=O	-10[25 µM]
O=C(c1cccc(F)c1)N1C[C@@H]2[C@H](c3ccccc31)[C@@H](CO)N2C(=O)C1CC1	2
O=C(O)Cc1ccc(C(=O)c2cccs2)s1	-4

Among those listed so far, these contain two or more sulfur atoms.
SMILES	BL2 CD40 inh
O=C(NC1CCSc2ccccc21)c1cc(S(=O)(=O)N2CCOCC2)ccc1Cl (stereo unspecified)	2
O=C(NCc1ccco1)C1CCCN(S(=O)(=O)c2cccc3nsnc23)C1 (stereo unspecified)	7
COc1ccccc1OCCNC(=O)C(CCSC)NS(=O)(=O)c1ccccc1F (stereo unspecified)	16
O=C(O)Cc1ccc(C(=O)c2cccs2)s1	-4

New compounds follow.
SMILES	BL2 CD40 inh
CC(C)C#Cc1ccc([C@@H]2[C@H](CO)N3C(=O)CN(S(=O)(=O)c4ccccc4)C[C@@H]23)cc1	-12[25 µM]
O=C(Nc1c(F)cccc1F)c1ccc(-n2cncn2)nc1	3
O=C(CNC(=O)c1ccccc1)NCc1nc2ccccc2[nH]1	3
c1ccc2[nH]c(-c3ccncc3)nc2c1	-31
COc1ccc(S(=O)(=O)N(C)C[C@@H]2OCCCC[C@H](C)Oc3ccc(NS(=O)(=O)c4ccc(Cl)cc4)cc3C(=O)N([C@@H](C)CO)C[C@@H]2C)cc1	-6
O=C(O)c1cccc(-c2ccc3c(c2)OCO3)c1	-3
Cc1ccc(-n2nc3c(=O)n(CC(=O)NCc4ccc(C)o4)nc(C)c3c2C)cc1	5
COC(=O)[C@H]1N[C@H]2c3ccc(C4=CCCCC4)c(=O)n3C[C@H]2[C@@H]1CO	-4[25 µM]
CCCS(=O)(=O)NC(=O)C1(C)CCCN(C(=O)c2cc(-c3ccccc3)cs2)C1 (stereo unspecified)	2
C[C@@H]1CN([C@@H](C)CO)C(=O)c2c(c3ccccc3n2C)-c2ccccc2CO[C@H]1CN(C)S(=O)(=O)c1cn(C)cn1	-1[25 µM]
Cc1ccc(S(=O)(=O)Nc2cccc3c2O[C@H](CN(C)CC2CC2)[C@@H](C)CN([C@@H](C)CO)C3=O)cc1	-7
COc1cccc(-c2ccc3c(c2)[C@@H]2[C@@H](CCN2C(=O)c2ccc(F)cc2)[C@@H](CO)N3)c1	-12[25 µM]
Cc1csc(NC(=O)c2ccc3c(c2)OCO3)n1	-8
CC(=O)Nc1nonc1-c1nc2ccccc2n1C	4
CCC(=O)c1ccc(OCC(=O)OCC(=O)N2CCc3ccccc3C2)cc1	10
COc1cccc(NC(=O)N(C)C[C@H]2OCc3ccccc3-c3ccccc3C(=O)N([C@H](C)CO)C[C@H]2C)c1	-18[25 µM]
CC1(c2ccc(Cl)cc2)NC(=O)N(CC(=O)NC2CCCCC2)C1=O (stereo unspecified)	4
O=C(COC(=O)c1ccccc1NCCO)NCCc1ccccc1	-52
c1ccc(OCc2ccc(CCCN3CCOCC3)cc2)cc1	-37
COc1ccccc1CNc1cccc(C)n1	-10
COc1ccc(C2=NOC(C(=O)N(C)Cc3ccccc3)C2)cc1 (stereo unspecified)	-15
CCOC(=O)c1ccc(S(=O)(=O)N2CCN(Cc3cc4c(cc3O)OCO4)CC2)cc1	-8
O=S(=O)(Nc1ccccc1)c1ccc(-c2csnn2)cc1	2
CCN(C(=O)COC(=O)CCc1c[nH]c2ccccc12)c1c(N)n(Cc2ccccc2)c(=O)[nH]c1=O	11
CN(Cc1c(F)cccc1Cl)C(=O)c1cccc(S(=O)(=O)NCc2ccccc2)c1	33
Cc1noc(C)c1CSc1ncnc2sc(C)c(C)c12	5
Cc1ncc(CSc2nccc(=O)[nH]2)c(CO)c1O	9
O=C(Nc1cccnc1)c1ccccc1-c1ccccc1	3
CCc1noc(C)c1C(=O)Nc1nc(-c2ccc(OC)cc2)cs1	-2
O=C(Nc1ccc2c(c1)OCCO2)c1ccc(CN2CCOCC2)cc1	-80

Filtered by structure, the entries above with a COOH group (three)
SMILES	BL2 CD40 inh
CSCCC(NC(=O)c1cc(C)oc1C)C(=O)O (stereo unspecified)	-1
O=C(O)Cc1ccc(C(=O)c2cccs2)s1	-4
O=C(O)c1cccc(-c2ccc3c(c2)OCO3)c1	-3

Continued:
SMILES	BL2 CD40 inh
O=C(NCc1ccccn1)C1CCC(CNS(=O)(=O)c2cccc3nsnc23)CC1 (stereo unspecified)	4
Cc1onc(-c2ccccc2Cl)c1C(=O)Nc1ccc(CN2CCCC2)cc1	9
C[C@H]1CN(C)C(=O)c2cc(N)ccc2O[C@H]1CN(C)C	4
CC(O)(c1cccnc1)c1nc(-c2cccc3cccnc23)cs1 (stereo unspecified)	-14
COc1ccc2c3c([nH]c2c1)[C@@H](CO)N(S(=O)(=O)c1ccc(C)cc1)CC31CN(Cc2ccccc2)C1	13[25 µM]
Cc1cccc(C(=O)OCC(=O)N2CCC(c3ccccc3)=N2)c1O	-3
O=C1CCC/C1=C\c1ccccc1	-3
C[C@@H]1CN([C@@H](C)CO)C(=O)c2cc(NC(=O)Cc3ccccc3)ccc2O[C@H]1CN(C)C(=O)NC1CCCCC1	1[25 µM]
CCc1nc2ccc(C(=O)NCCOc3ccc(OC)cc3)cn2c1N(CC)Cc1ccc(OC)c(OC)c1	-11
CS(=O)(=O)N1[C@@H]2Cn3c(cccc3=O)[C@H]1[C@@H](C(=O)NCc1ccc(F)cc1)[C@@H]2CO	-4[25 µM]
CC1CC(C)(C)CC2(C1)NC(=O)N(CC(=O)N1CCN(S(=O)(=O)c3cccc(F)c3)CC1)C2=O (stereo unspecified)	6
C#Cc1cccc(C(=O)N(Cc2cccnc2)CC2CCCN(C3CCCCC3)C2)c1 (stereo unspecified)	5
CCC(C)c1ccc(NC(=O)COC(=O)c2nc3nccc(C)n3n2)cc1 (stereo unspecified)	-11
O=C(O)CNC(=S)N(Cc1ccccc1)Cc1cccnc1	2
O=C(CN1CCc2ccccc2C1)NCC(=O)Nc1ccc(F)cc1	10
COc1ccc(Cl)cc1NC(=O)Nc1ccccc1SC	4
NC(=O)NCc1ccccc1F	5
COc1ccc2nc(C)cc(C(=O)O)c2c1	6
O=C(Cc1ccc([N+](=O)[O-])cc1)Nc1nnc(C2CC2)s1	2
CC1CC(C)CN(CCCNC(=O)Cc2c(C(=O)O)n(C)c3ccccc23)C1 (stereo unspecified)	5
c1ccc2[nH]c(-c3cscn3)nc2c1	-58
O=C(O)CCCNS(=O)(=O)c1cccs1	12
NC(=O)c1cc(S(=O)(=O)N2CCOCC2)ccc1Sc1ccccc1N	-2
CC(C)NC(=O)CCNS(=O)(=O)c1ccc(Br)cc1	0

A portion of the library; count on the stated rates, not on these rows.
